# Source: PubChem BioAssay
# SW480 rerep = DNA re-replication induction in SW480 cells | SW480 DNA re-replication, Hoechst DNA content imaging, 48 h | Potency, µM (top dose mostly 46.1 µM), for inactives: at the top dose re-replication activation, actives largely listed as activators | hit rate 1.8% among 340,000 | AID 624297; further: potency means the concentration at half of the fitted maximal effect; % of control where 0% means no effect; nearly all actives have a fitted effect of over 55% in size
#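 Readout is total intensity of Hoechst-stained nuclei, excited at 405 nm and collected at 500-530 nm. Compound treatment lasted 48 hr at 37 C in 5% CO2 before staining.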
# MCF10A rereplic = inducers of DNA re-replication in MCF 10A breast cells. MCF 10A DNA re-replication, Hoechst nuclear intensity, 48 h. Potency, µM (highest dose often 46.1 µM), for inactives: at the top dose activity, positive = re-replication, most hits filed as activators. hit rate 2.9% among 350,000. AID 624296; further: potency means the concentration at half of the fitted maximal effect; % of control where 0% means no effect; nearly all actives have a fitted effect of over 50% in size
# KB-3-1 tox = KB-3-1 parental cell cytotoxicity; KB-3-1 viability, CellTiter-Glo ATP luminescence, 72 h; Potency, µM (series often up to 46.1 µM), inactives show top-dose activity change, negative = cytotoxic, hits mostly cytotoxic; hit rate 1.4% among 400,000; AID 1347075; further: potency means the concentration at half of the fitted maximal effect; on the % scale 0 is the no-effect control and ±100 the full control effect; nearly all actives have a fitted effect of over 60% in size
#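 Multi-concentration cytotoxicity screen in KB-3-1 cells grown in DMEM lacking phenol red with 10% FBS. After 72 h at 37 °C with compound, ATP-dependent luminescence was recorded.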
# S2 tox = cell viability loss in ATXN counter-screen; S2 cells (HEK-293 line with an ATXN2-luciferase reporter) viability, CellTiter-Fluor protease fluorescence, 24 h; Potency, µM (titrated, usually from 56.7 µM), usual class: cytotoxic; hit rate 0.49% among 400,000; AID 651635; further: potency means the concentration at half of the fitted maximal effect; nearly all actives have a fitted effect of over 40% in size
# HT1080-NT tox = kills 2HG-producing HT-1080-NT fibrosarcoma cells | AID 686970 | hit rate 1.6% among 360,000 | Potency, µM (doses to about 46.1 µM), for the others: at the highest dose activity, negative = less viability, usual class: cytotoxic | HT-1080-NT fibrosarcoma viability, CellTiter-Glo ATP luminescence, 48 h;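 further: NT is the 2HG producing partner of a matched IDH1 knockdown line; potency means the concentration at half of the fitted maximal effect; 0% = DMSO-treated cells and -100% = media-only wells without cells; nearly all actives have a fitted effect of over 55% in size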
#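 Viability by CellTiter-Glo luminescence after 48 h compound exposure at 37C of HT-1080-NT cells (750/well, RPMI, 5% FBS). % activity scaled between DMSO wells and medium-only wells, then curve-fitted and categorized by curve class.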
# HepG2 viability = kills HepG2 cells in TGF-b inhibitor counter-screen; hit rate 0.76% among 410,000; HepG2 CAGA-GFP viability, ATP luminescence, 18 h; Potency, µM (titrated, usually from 46.1 µM), for inactives: at the top dose activity change, negative = cytotoxicity, most hits filed as cytotoxic; further: potency means the concentration at half of the fitted maximal effect; some results filed as inactive show a strong effect at the top dose
#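 CellTiter-Glo luminescence gave cytotoxicity after 18 hours at 37 degrees C. The cells were HepG2 CAGA-GFP in 1% FBS DMEM, stimulated with 500 pg/mL TGF-beta after compound addition. %Activity was normalised to no-cell wells (complete cell-killing) and DMSO (no toxicity), and curves were fitted and classified.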
# HT1080 IDH1KD tx = kills HT-1080 cells with IDH1 knockdown. hit rate 2% among 360,000. AID 686971. HT-1080 IDH1 knockdown viability, ATP luminescence, 48 h. Potency, µM (top dose mostly 46.1 µM), for inactives: at the top dose activity, negative = toxicity, hits mostly cytotoxic;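 further: potency means the concentration at half of the fitted maximal effect; 0% = DMSO wells and -100% = cell-free medium wells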
#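 After a 2 h attachment period, IDH1KD HT-1080 cells took pin-transferred compound for 48 h at 37 °C; ATP-based luminescence after 10 min room-temperature reagent incubation reported viability.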
# IL1B secr inh = blocks inflammasome-driven IL-1 beta release; activity change, % at 57.5 µM; hit rate 4.7% among 360,000; THP-1 LPS/ATP IL-1B secretion, AlphaLISA, 16 h; hits give low values; in the data active means activity change below about -50%; inconclusive means mostly about -30% to -49%; further: on the % scale 0 is the no-effect control and ±100 the full control effect
#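 Secreted IL-1B measured by AlphaLISA bead assay after 16 h compound exposure of THP-1 cells; compounds (final up to 57.5 uM) added 1 h before LPS (250 ng/mL) and ATP (1.25 mM) stimulation; lower signal means less secretion.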
# ATXN2 expr inh = inhibitors of ATXN2 expression. HEK-293 ATXN2-luciferase reporter, luminescence, 24 h. Potency, µM (series often up to 57 µM), for inactives: top-dose activity change, negative = inhibition, hits mostly inhibitors. hit rate 0.72% among 360,000; further: potency means the concentration at half of the fitted maximal effect; on the % scale 0 is the no-effect control and ±100 the full control effect; nearly all actives have a fitted effect of over 55% in size
#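 qHTS (up to 57 uM final) was run with 24 h compound exposure of reporter cells at 37 °C. Each well was multiplexed: SteadyGlo luminescence measured ATXN2-luciferase expression after a fluorogenic Gly-Phe-AFC viability readout (25 uM final).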
# * hit, by the source's call; i = inactive; ? = inconclusive; . = not tested or not shown; [ ] = another dose, or the depositor's remark. Unless noted, the call rests on the fitted dose curve; in most records, active means well fitted curve in the direction sought with a large enough effect; inconclusive means small, poorly fitted or top-dose-only effect, or another doubt; inactive means no such curve, though single readings can be large; an effect the other way counts as inactive or inconclusive.
SMILES,SW480 rerep,MCF10A rereplic,KB-3-1 tox,S2 tox,HT1080-NT tox,HepG2 viability,HT1080 IDH1KD tx,IL1B secr inh,ATXN2 expr inh
Cc1c(-c2nc(-c3ccc4c(c3)[nH]c(=O)n4C)no2)cccc1[N+](=O)[O-],.,.,0%,i,.,-8%,.,.,-9%
CCN(CC(=O)NCc1ccc(F)cc1)C(=O)c1ccc(C)o1,-9%,-28%,16%,i,8%,-5%,0%,14,0%
CCOc1cc(CN2CCN(c3cccc(C(F)(F)F)c3)CC2)ccc1O,13%,6%,-6%,i,-20%,-45%,?,-15,-24%
COc1cc(C(=O)Nc2nnc(Cc3ccccc3)s2)cc(OC)c1OC,?,?,-26%,i,?,-8%,10µM*,10,-18%
Cc1ccc(S(=O)(=O)N2CCC(C(=O)Nc3ccncc3)CC2)cc1,0%,12%,-12%,i,3%,-10%,-3%,14,9%
Cc1ccc(Cl)cc1NC(=O)c1ccc2nc(CCc3ccccc3)oc2c1,.,.,2%,i,.,-33%,.,.,-19%
CCN(CC)CC(=O)Nc1ccc(-c2nc3cc(NC(=O)CN(CC)CC)ccc3o2)cc1,-3%,-1%,?,i,-3%,-28%,-3%,-13,-4%
Cc1sc(NC(=O)c2cccc(N3C(=O)CCC3=O)c2)nc1-c1ccccc1,-7%,1%,0%,i,-7%,-21%,-1%,-57*,4%
NC(=O)COC(=O)c1ccccc1OCc1ccccc1Cl,-5%,-1%,17%,i,-4%,-5%,-3%,8,-5%[11.3 µM]
Cc1ccccc1NC(=O)CCC(=O)N/N=C/c1cc([N+](=O)[O-])ccc1O,?,?,-11%,i,-24%,-33%,?,23,-22%
COCCCNC(=O)C(C)n1c2ccccc2c2cnn(C)c(=O)c21 (stereo unspecified),.,.,-2%,i,.,-8%,.,.,14%
Cc1cc(C)c(NS(=O)(=O)c2cc(-c3cnc(C4CC4)o3)ccc2C)c(C)c1,.,.,3%,i,.,-23%,.,.,9%
CC(C)(O)C#Cc1ccc(CN2CCN(C3CCCC3)C(CCO)C2)cc1 (stereo unspecified),-7%,?,-11%,i,0%,-23%,-3%,?,.
CCc1cccc(Nc2ncnc3onc(-c4ccc(F)cc4)c23)c1,.,.,-3%,?,.,-30%,.,.,-27%
O=C(NCC1CCCO1)c1ccc(Br)c(S(=O)(=O)N2CCOCC2)c1 (stereo unspecified),-8%,-14%,-9%,i,13%,0%,0%,7,0%
O=C(CCc1nnc(CCCCc2ccccc2)o1)NCCN1CCCCC1=O,2%,0%,7%,i,9%,0%,21%,16,-4%
CC1CCN(C(=S)NC(=O)c2ccccc2Br)CC1,0%,5%,.,?,-2%,0%,6%,14,9%
CCc1nn2c(=O)cc(CSc3nc(C)cc(=O)[nH]3)nc2s1,-19%,3%,17%,i,0%,-18%,1%,3,0%
CSc1ncc(-c2ccc(Cl)cc2)[nH]1,?,0%,-2%,i,-1%,20%,12%,-9,42%[activator]
O=C(CSc1nncn1-c1ccccn1)Nc1ccccc1Cl,-2%,-4%,?,i,-1%,-21%,-1%,6,15%
COc1ccccc1C(=O)Nc1ccnn1C1CCN(C/C=C/c2ccc(F)cc2)CC1,-2%,4%,-18%,i,?,-26%,?,-23,-34%
CCCN(CCC)CC(O)CN(c1ccccc1)S(=O)(=O)c1ccc(C)cc1 (stereo unspecified),?,12%,7%,i,-10%,-43%,-7%,-24,1%
COc1ccc(C(=O)C(=O)c2ccc(OCCO)cc2)cc1,-10%,-4%,-8%,i,0%,-4%,1%,23,15%
CN1CCCc2cc(C#N)c(=O)[nH]c21,-3%,2%,-4%,i,11%,-14%,1%,3,5%
O=C(Cn1cnc2ccccc21)c1ccc(Br)cc1,2%,2%,9%,i,0%,-22%,3%,-16,17%
CO/N=C\CC(=O)Nc1ccc(Oc2ccccc2)cc1,5.2µM*,?,8.2µM*,i,?,-21%,?,81,-3%
COc1ccc(NC(=O)CSc2nnc3n2CCCCC3)cc1S(=O)(=O)N1CCOCC1,2%,1%,2%,.,4%,-1%,12%,1,.
Cc1nn(-c2ccccc2)c(N2CCCC2)c1/C=N/NC(=O)c1cc(-c2ccccn2)nc2ccccc12,2%,8%,-15%,i,-9%,0%,-4%,-7,-5%
Cc1ccc(-c2nc(CN(C)C3CCOCC3)c(C)o2)s1,-23%,?,23%,i,-2%,-6%,4%,0,-25%
O=C(CSc1cn(Cc2ccccc2)c2ccccc12)NCc1ccc(F)cc1,3%,-3%,12%,i,-22%,-25%,-6%,13,-20%
CS(=O)(=O)N(CC(=O)Nc1ccc2c(c1)OCCO2)Cc1ccc(Cl)cc1,-4%,2%,0%,i,-8%,-10%,-5%,-3,12%
COc1ccc(NC(=O)Cc2cccs2)c(OC)c1,-2%,1%,6%,i,20%,-21%,8%,-16,-15%
O=S(=O)(c1ccc(Br)cc1)N1CCN(c2cc(-c3ccccc3)nc3ncnn23)CC1,-2%,24%,?,i,13%,-2%,-3%,?,-5%
CCCC(C)c1nc(C(N)=O)c2[nH]c(=O)n(-c3ccc(OC)c(OC)c3)c2n1 (stereo unspecified),-40%[inhibitor],0%,-3%,i,12%,-4%,-3%,0,-12%
COC(=O)c1sc2nc(-c3ccco3)ccc2c1N,-2%,10%,-2%,i,11%,-17%,8%,9,9%
Cc1ccsc1/C=N/n1c(-c2ccncc2)n[nH]c1=S,-3%,15%,19%,i,-1%,-9%,2%,-2,-1%
Cc1ccc(-n2c(N)c(C(=O)NCc3ccco3)sc2=S)cc1,-7%,3%,19%,i,-14%,-28%,-17%,-58*,-4%
CCOC(=O)/C(=N/Nc1ccc(Cl)cc1)S(=O)(=O)c1ccccc1,22%,0%,21%,i,-25%,-19%,1%,-69*,6%
COc1ccc(-n2nc(C(=O)NCC(=O)N3CC(C)CC(C)C3)c3ccccc3c2=O)cc1 (stereo unspecified),3%,24%,6%,i,0%,7%,-17%,-7,4%
O=c1[nH]c(CSc2ncc(-c3ccc(F)cc3)n2Cc2ccco2)nc2ccccc12,10%,5%,-4%,?,-15%,-37%,-22%,-9,-35%
CC1CCC(NC(=O)c2cnccn2)CC1 (stereo unspecified),3%,-4%,3%,i,11%,-1%,5%,-6,-1%
COCCn1c(SCC(=O)Nc2cccc(C)n2)nnc1-c1ccco1,0%,-11%,14%,i,16%,2%,11%,16,-4%
COc1ccc(OC)c(/C=C2\SC(N3CCCCC3)=NC2=O)c1,?,?,-2%,i,17%,-15%,8%,?,10%
CNC(=O)[C@H]1O[C@@H](n2cnc3c(NCc4cccc(I)c4)nc(Cl)nc32)[C@H](O)[C@@H]1O,-38%[inhibitor],?,0%,i,23%,7%,7%,-89*,10%
Cc1c(COc2ccc3ccccc3c2)nnn1CC(=O)NS(=O)(=O)c1ccccc1C(F)(F)F,.,.,0%,i,13%,5%,16%,29,11%
CC(=O)C1=C(O)C(=O)N(c2ccc(Br)cc2)C1c1ccc(Cl)cc1 (stereo unspecified),-80%[inhibitor],-6%,0%,i,-22%,-36%,-4%,27,1%
O=C(Nc1ccncc1)C1c2ccccc2Oc2ccccc21,-3%,-1%,4%,i,0%,-30%,-17%,4,-2%
COc1ccc(-n2c(SCC(=O)Nc3nccs3)nnc2-c2ccoc2C)cc1,0%[9.22 µM],10%,26%,i,-17%,-2%,-4%,28,-9%
CCc1cc(C(=O)OC)c(NC(=O)CCCC(=O)O)s1,2%,?,-3%,i,-2%,1%,-2%,3,-2%
CCCOc1c(Br)cc(C(N)=O)cc1OCC,8%,-4%,0%,i,-14%,3%,-21%,18,4%
C[C@H](CO)N1C[C@H](C)[C@@H](CN(C)C(=O)Nc2ccc3c(c2)OCCO3)OCc2cnnn2CCCC1=O,.,.,0%,?,18%,10%,14%,8,35%
CCOC(=O)C1CCCN(C(=O)c2ccc(N(C)C)cc2)CC1 (stereo unspecified),.,.,0%,i,4%,6%,18%,14,17%

# Ten entries from above in another layout:
# Below each compound – SW480 rerep | MCF10A rereplic | KB-3-1 tox | S2 tox | HT1080-NT tox | HepG2 viability | HT1080 IDH1KD tx | IL1B secr inh | ATXN2 expr inh
> COc1ccc(OC)c(/C=C2\SC(N3CCCCC3)=NC2=O)c1
 : ? | ? | -2% | i | 17% | -15% | 8% | ? | 10%
> CNC(=O)[C@H]1O[C@@H](n2cnc3c(NCc4cccc(I)c4)nc(Cl)nc32)[C@H](O)[C@@H]1O
 : -38%[inhibitor] | ? | 0% | i | 23% | 7% | 7% | -89* | 10%
> Cc1c(COc2ccc3ccccc3c2)nnn1CC(=O)NS(=O)(=O)c1ccccc1C(F)(F)F
 : . | . | 0% | i | 13% | 5% | 16% | 29 | 11%
> CC(=O)C1=C(O)C(=O)N(c2ccc(Br)cc2)C1c1ccc(Cl)cc1 (stereo unspecified)
 : -80%[inhibitor] | -6% | 0% | i | -22% | -36% | -4% | 27 | 1%
> O=C(Nc1ccncc1)C1c2ccccc2Oc2ccccc21
 : -3% | -1% | 4% | i | 0% | -30% | -17% | 4 | -2%
> COc1ccc(-n2c(SCC(=O)Nc3nccs3)nnc2-c2ccoc2C)cc1
 : 0%[9.22 µM] | 10% | 26% | i | -17% | -2% | -4% | 28 | -9%
> CCc1cc(C(=O)OC)c(NC(=O)CCCC(=O)O)s1
 : 2% | ? | -3% | i | -2% | 1% | -2% | 3 | -2%
> CCCOc1c(Br)cc(C(N)=O)cc1OCC
 : 8% | -4% | 0% | i | -14% | 3% | -21% | 18 | 4%
> C[C@H](CO)N1C[C@H](C)[C@@H](CN(C)C(=O)Nc2ccc3c(c2)OCCO3)OCc2cnnn2CCCC1=O
 : . | . | 0% | ? | 18% | 10% | 14% | 8 | 35%
> CCOC(=O)C1CCCN(C(=O)c2ccc(N(C)C)cc2)CC1 (stereo unspecified)
 : . | . | 0% | i | 4% | 6% | 18% | 14 | 17%

# Rows were taken by chance, and some 8.9% of all compounds hit somewhere here.
